Screening data: PubChem, several laboratories
S1P4 agonist = human S1P4 receptor agonism. S1P4-expressing cell line, agonist reporter assay. activation, % at 4.98 µM. actives 0.35% (n = 220,000); in the data active means activation above about 11%;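 further: 0% = DMSO vehicle and 100% = reference agonist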
Target sequence (O95977 whole entry, looked up): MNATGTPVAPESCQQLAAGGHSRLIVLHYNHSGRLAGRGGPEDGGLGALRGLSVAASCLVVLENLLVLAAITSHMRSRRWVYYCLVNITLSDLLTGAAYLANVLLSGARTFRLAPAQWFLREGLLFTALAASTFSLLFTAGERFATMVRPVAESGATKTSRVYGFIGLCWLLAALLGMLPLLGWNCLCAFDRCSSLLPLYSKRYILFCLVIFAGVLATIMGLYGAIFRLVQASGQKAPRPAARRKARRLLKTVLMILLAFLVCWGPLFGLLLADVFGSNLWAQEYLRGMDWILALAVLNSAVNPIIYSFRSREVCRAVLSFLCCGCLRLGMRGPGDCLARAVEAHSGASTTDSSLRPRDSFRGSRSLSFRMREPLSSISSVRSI
Ba/F3 V617F tox = loss of viability in JAK2V617F-driven Ba/F3 cells | Ba/F3 EpoR-JAK2V617F viability, ATP luminescence | actives 1.1% (n = 220,000) | inhibition, % at 5.6 µM;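 active means inhibition above the campaign mean plus 3 SD over all tested compounds, cut at about 24% in these data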;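 further: cytokine-independent growth of Ba/F3 cells driven by EpoR plus mutant JAK2; 0% = DMSO-treated cells and 100% = JAK inhibitor I control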
RBBP9 inhibitor = blocks human serine hydrolase RBBP9; AID 1515; actives 0.2% (n = 220,000); recombinant RBBP9, FP-Rh probe fluorescence polarization; inhibition, % at 7.94 µM; O75884;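 active means inhibition above the campaign mean of all tested compounds plus 3 SD, cut at about 14% in these data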;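 further: plate controls were DMSO wells with RBBP9 for no effect and wells lacking RBBP9 protein for full effect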
Target sequence (O75884 whole entry, looked up): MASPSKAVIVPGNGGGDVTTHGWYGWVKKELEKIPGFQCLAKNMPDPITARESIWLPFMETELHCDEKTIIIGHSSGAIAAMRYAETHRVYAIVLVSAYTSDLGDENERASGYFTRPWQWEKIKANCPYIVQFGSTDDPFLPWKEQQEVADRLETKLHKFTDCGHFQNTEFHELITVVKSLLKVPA
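system = RBBP9 protein | input = RBBP9 at 2.5 µM in dispensed solution, before mixing | measured by = fluorescence polarization (mP), excitation 525 nm, emission 598 nm | incubation = enzyme-compound preincubation 30 min, then probe labeling 45 min, 25 °C | buffer or medium = Tris-NaCl-Pluronic buffer, pH 8.0 | compound = single dose 7.94 µM | also added = FP-Rh probe, 375 nM dispensing solution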
NPY-Y1 PAM-ag = human NPY-Y1 potentiation or agonism, primary screen. NPY-Y1 expressing cells, potentiator/agonist activation. activation, % at 3.6 µM. actives 0.37% (n = 220,000). AID 1304; in the data active means activation above about 33%, passing the limit was not always enough;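 further: cells stimulated with NPY at EC10 then isoproterenol at EC100; 0% = low agonist plus stimulus and 100% = saturating agonist plus stimulus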
S1P4 antagonist = blocks the human S1P4 receptor. O95977. S1P4-expressing cells, antagonist mode, reporter read-out. inhibition, % at 4.98 µM. actives 0.26% (n = 220,000). AID 1510; in the data active means inhibition above about 29%;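 further: 0% = wells stimulated with agonist and 100% = vehicle wells without agonist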
BaF3 tox = counter-screen for JAK2V617F inhibitors: parental Ba/F3 viability inhibitors | inhibition, % at 5.6 µM | CellTiter-Glo ATP luminescence | AID 1486 | actives 1.1% (n = 220,000);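 active means inhibition above a per-campaign cutoff, the mean inhibition of all tested compounds plus 3 SD, cut at about 27% in these data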;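 further: 0% = DMSO wells and 100% = JAK Inhibitor I control wells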
NPY2 pot ag = potentiators or agonists of human neuropeptide Y receptor Y2; P49146; activation, % at 3.6 µM; cells expressing NPY-Y2, potentiator/agonist read-out; AID 1359; actives 0.45% (n = 220,000); in the data active means activation above about 27%;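 further: cells stimulated with NPY near EC25 plus isoproterenol at EC100; 0% = vehicle plus submaximal agonist and 100% = vehicle plus saturating agonist; some results beyond the cut were filed as inactive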
Target sequence (P49146 whole entry, looked up): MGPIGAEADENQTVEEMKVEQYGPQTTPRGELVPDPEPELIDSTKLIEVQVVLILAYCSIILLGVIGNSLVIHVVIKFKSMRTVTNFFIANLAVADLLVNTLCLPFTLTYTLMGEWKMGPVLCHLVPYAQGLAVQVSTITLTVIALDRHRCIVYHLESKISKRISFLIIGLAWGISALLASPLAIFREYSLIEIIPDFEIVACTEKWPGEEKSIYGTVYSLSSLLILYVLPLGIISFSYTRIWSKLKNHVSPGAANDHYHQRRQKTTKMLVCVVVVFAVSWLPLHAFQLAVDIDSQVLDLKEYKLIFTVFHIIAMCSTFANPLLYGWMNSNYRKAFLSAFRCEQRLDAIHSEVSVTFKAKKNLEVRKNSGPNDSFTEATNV
Runt-CBFb FRET = blocks binding of human RUNX1 Runt domain to CBFb; actives 0.46% (n = 220,000); Cerulean-Runt/Venus-CBFb FRET ratio 530/480, 1 h; Q01196+Q13951; AID 1496; inhibition, % at 20 µM;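 active means inhibition over about 50% at 20 µM in the single-dose screen, limit read from the data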;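 further: 0% = DMSO wells and 100% = excess unlabeled CBFb competitor control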
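Assay system: Cerulean-Runt domain / Medium: Tris 50 mM pH 7.5, KCl, K2SO4, 0.01% BSA / Timing: protein complex preformed 1 h, compound exposure 1 h, room temperature, dark / Measured by: FRET, excitation 422 nm, emission at 530 and 480 nm / Evaluation: loss of energy transfer signal / Control set: 5 µM unlabeled CBFb as full-inhibition high control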
NPY-Y1 antag = antagonists of human neuropeptide Y receptor Y1. P25929. HEK293-CNG Y1 cells, membrane potential fluorescence; NPY at EC95, then isoproterenol. inhibition, % at 3.6 µM. actives 1% (n = 200,000). AID 1040;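 active means inhibition above the campaign mean inhibition of all tested compounds plus 3 SD, cut at about 20% in these data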;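 further: 0% = DMSO wells given NPY plus isoproterenol and 100% = isoproterenol alone without NPY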
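Material: HEK293 Y1/CNG channel cell line | Also added: NPY (25 nM), isoproterenol (1 µM), Ro 20-1724 (25 µM) | Compound: One concentration, 3.6 µM, in 0.4% DMSO | Schedule: 3 h dye uptake, 1 h room-temperature compound, 45 min post-isoproterenol | Signal: Membrane-potential fluorescent dye readout | Read-out: % inhibition of NPY effect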
Starred values were filed as active, the others as inactive; x = no result given.

molecule,Runt-CBFb FRET,Ba/F3 V617F tox,NPY-Y1 antag,BaF3 tox,NPY2 pot ag,RBBP9 inhibitor,S1P4 agonist,NPY-Y1 PAM-ag,S1P4 antagonist
O=C(OCC(=O)N1CCN(c2ccccc2)CC1)c1ccccn1,-1,4,-3,3,5,0,1.4,-3,-4
O=C(NCc1ccccc1Cl)C1CCCN(c2nc3ccsc3c(=O)s2)C1 (configuration not stated),2,0,2,7,-12,-9,1.0,-15,8
COc1ccc(C)cc1-n1[nH]nnc1=S,5,-1,1,4,3,9,0.3,1,-7
Brc1ccc(-c2cn3nc4c(nc3n2)CCCC4)cc1,4,-2,6,2,-16,-3,-1.6,-23,5
CCOC(=O)CSc1nnc(-c2ccncc2)o1,-3,1,3,0,7,-8,1.5,-10,-11
CN(C)c1ccc(/C=N/NC(=O)c2ccc3nc[nH]c3c2)cc1,-1,5,x,0,-1,-7,0.3,-11,6
Cc1cccc(-c2noc(-c3ccccc3C(=O)NCc3ccco3)n2)c1,5,5,x,-4,-16,-4,1.5,-19,25
CCN(CC)CCn1c(=N)n(CCOc2ccccc2)c2ccccc21,-1,0,30*,12,-13,2,1.4,-13,-12
Cc1c(C(=O)O)cccc1-c1ccc(C=O)o1,2,0,3,8,11,-5,-0.6,-1,1
O=C1CCc2cc(S(=O)(=O)N3CCN(C(=O)c4ccco4)CC3)ccc2N1,-1,-5,-2,3,-2,-4,2.5,-2,-3
Clc1ccc(-c2nc(N3CCCCC3)nc3ccccc23)cc1,5,-2,2,1,-4,-1,-0.9,-10,3
COc1ccc(C2CC(c3ccccc3)=NN2C(=O)COC(=O)C2CC2)cc1 (configuration not stated),-5,1,0,9,4,-10,-0.4,7,9
CN(C)/C=N/c1cc(=O)n(C)c(=O)n1CC1CC1,2,6,-2,7,-5,-10,-0.1,-14,13
S=C(NCc1ccco1)Nc1ccc(Oc2ccc(Cl)cc2)cc1,10,-4,x,-4,-4,-21,0.1,22,8
COc1ccc(Oc2cc(Cl)nc(N)n2)cc1,1,2,-2,11,6,1,0.1,8,-2
CN(C(=O)CCc1ccccc1)c1nnc(-c2ccncc2)s1,-2,1,-2,0,-1,-5,-0.3,-6,3
S=C(NCc1ccccn1)Nc1ccc(Cl)cc1,-4,4,-10,2,12,-11,-0.7,-1,-9
NS(=O)(=O)c1ccc(N/N=C2/CCCCC2C2CCCCC2)c([N+](=O)[O-])c1 (configuration not stated),-8,-3,2,1,39*,-3,0.5,42,-2
CN(C)c1ccc(/C=N/NC(=O)C(=O)/C=C2\NC3(CCCC3)Cc3ccccc32)cc1,-10,1,2,1,2,5,3.7,-6,-16
CCc1nc(-c2ccccc2)cc(=O)[nH]1,-6,-6,11,1,-1,-2,1.6,18,-1
NC(=O)c1ccc(NC(=O)COC(=O)CCCN2C(=O)c3cccc4cccc(c34)C2=O)cc1,-3,-4,1,1,1,-2,-0.2,-16,-21
CCOC(=O)c1c(NC(=O)c2ccccc2Br)sc2c1CCc1ccccc1-2,15,4,3,14,-13,-1,1.1,-37,8
Cc1ccc(C2N(C)c3ccccc3-c3nc4ccccc4n32)o1 (configuration not stated),4,0,8,10,-13,0,2.5,4,1
Cc1nn(C)cc1C(C(=O)NC1CCCCC1)N(CCc1ccccc1)C(=O)c1cnccn1 (configuration not stated),-3,-4,1,3,6,1,-1.4,21,7
O=C(NC1CCS(=O)(=O)C1)c1ccccc1C(=O)c1ccccc1 (configuration not stated),0,-3,-3,4,11,-4,0.2,13,0
Cc1ccc(C(=O)/C=C/c2ccco2)c(O)c1,6,-2,4,4,0,-5,1.3,9,-17
CCOc1cccc(C(=O)Nc2ccc(N(CC)CC)cc2)c1,11,0,12,4,6,-5,-0.1,6,2
CC1(C)CC(=O)C2=C(C1)NC(=S)C(C#N)C21CCCCC1 (configuration not stated),30,0,x,-3,-5,-3,-0.7,1,-7
Cc1ccc(OCCN2CCCCCC2)c(C)c1,0,-4,-2,2,5,-8,0.4,-4,-13
CCOC(=O)N1CCN(C(=O)c2cn(CC)c3ccc(S(=O)(=O)N4CCCCC4)cc3c2=O)CC1,2,3,3,5,-11,-6,-0.9,4,-7

Later entries
molecule,Runt-CBFb FRET,Ba/F3 V617F tox,NPY-Y1 antag,BaF3 tox,NPY2 pot ag,RBBP9 inhibitor,S1P4 agonist,NPY-Y1 PAM-ag,S1P4 antagonist
CN(C)N(C)C(=O)C(O)(c1ccccc1)c1ccccc1,0,-3,-2,-1,2,-5,2.8,12,-18
O=C(N/N=C/c1cccc(F)c1)c1ccc(Cl)cc1,1,-2,10,1,-17,-9,1.5,-6,0
CCOC(=O)C1CCCCN1Cc1cn(C)nc1-c1ccccc1F (configuration not stated),-1,0,x,-3,-9,-6,-1.1,0,-2
Cc1c(Cl)cccc1NC(=O)C(=O)NNC(=O)c1ccccc1F,1,1,4,5,6,1,-0.1,-1,5
CC(C)(O)C#Cc1ccc(CN2CCN(C3CCCCC3)C(CCO)C2)cc1 (configuration not stated),1,2,1,4,-10,6,1.4,14,-8
CCN(CC)C(=O)Nc1ccccc1C,2,2,8,5,-7,-8,2.3,0,-8
COC(=O)c1cc(NC(=O)c2nn(C)c(=O)c3ccccc23)cc(C(=O)OC)c1,1,4,4,10,6,-2,0.1,-1,8
COc1ccc(C(=O)N2C(=S)NC(=O)/C2=C\c2ccc(C)cc2)cc1,5,2,6,7,-13,0,-0.5,-10,-21
CC(=O)Nc1ccc(CN2CCN(CC=C(C)C)C(CCO)C2)cc1 (configuration not stated),2,-3,-1,6,4,-1,-2.9,7,-7
COc1ccc(-c2nc(SCC(=O)N3CCOCC3)n[nH]2)cc1,1,-1,-1,5,-17,-1,-0.2,-10,8
O=C1CC2C(=O)NCCN2C(=NC(=O)c2ccc(Cl)cc2)N1 (configuration not stated),0,-2,-2,6,4,-5,0.9,11,5
O=C(c1ccc(Br)s1)N1CCCC1,0,-2,0,4,13,2,-0.9,-10,1
O=[N+]([O-])c1ccccc1OCCCCN1CCCCC1,0,2,1,2,-7,-9,-3.0,-6,-6
COc1cccc(Cn2cnc3c(NS(=O)(=O)c4ccc(Cl)cc4Cl)c(C)c(C)cc32)c1,0,-7,-3,-2,-20,-2,-0.5,-18,-5
Cc1cccc(C)c1C(OCCN(C)C)C1CCCCC1 (configuration not stated),-4,-4,15,3,11,3,1.3,0,-16
CN1CCN(NC(=O)c2ccc(Cl)cc2Cl)CC1,-2,-3,-1,1,-5,-2,-2.4,6,-8
COc1ccccc1C(c1nnnn1C(C)(C)C)N1CCCc2ccccc21 (configuration not stated),1,3,2,4,6,-11,-4.7,2,-16
Cc1cccn2cc(-c3ccccc3)nc12,1,-3,1,2,9,-6,2.9,-4,0
S=C(c1ccc(N2CCOCC2)cc1)N1CCCCC1,1,-4,2,2,3,-2,-0.6,-1,-10
Cc1nn(Cc2ccccc2)c(C)c1C(=O)OCC(=O)c1cc(C)n(C2CC2)c1C,2,-1,2,3,-5,-7,-1.0,-11,-7
COc1ccc(CNC(=O)CSCc2ccccc2Cl)cc1,-2,-1,0,4,1,-8,0.7,-15,-12
O=c1[nH]c2ccc(Cl)cc2c(-c2ccccc2)c1SC(=S)N1CCCCC1,32,0,2,7,-3,-12,2.5,-23,-15
O=C(Nc1ccc2oc(-c3ccccc3)nc2c1)c1cccnc1,-3,-2,-6,3,14,-6,-0.5,-15,7
O=c1c2c(nc3cc(-c4ccccc4)[nH]n13)CCC2,2,1,1,5,-3,-5,-0.5,7,4
CC(/C=C/c1ccco1)=N/NC(=O)C1COc2ccccc2O1 (configuration not stated),2,-1,x,3,-14,-6,-0.1,-3,-6
CC(=O)Oc1ccc2oc(=O)c3c(c2c1)CCCN3C(=O)CN1CCN(c2ncccn2)CC1,0,-2,0,5,-9,-4,1.3,5,12
O=C1CC(c2nc3ccccc3[nH]2)CN1c1ccccc1F (configuration not stated),1,2,-3,5,-2,0,-0.7,1,-11
Cc1cccc(-n2cnc3cc([N+](=O)[O-])ccc32)c1,3,0,-4,3,-6,-8,1.0,7,3
COc1cc(/C=N/NS(=O)(=O)c2ccc3ccccc3c2)ccc1OCCN1CCOCC1,-2,-1,11,3,-23,-3,1.6,-45,-26
O=C1CC(C2CCCO2)C(=O)N1c1cccc(Cl)c1 (configuration not stated),-3,0,2,1,11,-8,1.3,4,-5

Going on with the list.
molecule,Runt-CBFb FRET,Ba/F3 V617F tox,NPY-Y1 antag,BaF3 tox,NPY2 pot ag,RBBP9 inhibitor,S1P4 agonist,NPY-Y1 PAM-ag,S1P4 antagonist
CCOC(=O)c1ccc(S(=O)(=O)NCCN2CCOCC2)cc1,1,0,10,-1,3,-6,0.1,-14,-13
CCOC(=O)C1C(C(=O)Nc2cccc(C(F)(F)F)c2)C1C(=O)NC(C)C (configuration not stated),-1,6,-7,5,-7,-7,0.1,-4,-24
CC(=O)NC1C(c2nc3ccccc3s2)=C(c2ccccc2)C(=O)N1c1ccc(C)cc1 (configuration not stated),1,-4,-4,2,6,-1,1.3,18,-8
Cc1ccc(OCC(=O)N2CCN(S(=O)(=O)c3ccccc3[N+](=O)[O-])CC2)cc1,1,2,3,11,5,-1,-0.4,15,-1
COc1ccc(C)cc1NC(=O)CNC(=O)Cn1ccc2ccccc2c1=O,-2,-3,-2,4,7,1,-0.8,14,-10
COc1cccc(C2(O)CCN(CC(=O)NCC3CC3)CC2)c1,-1,1,-3,5,-2,-4,0.0,4,-6
O=C(CSc1nncn1-c1ccccc1)Nc1ccc(N2CCOCC2)cc1,2,1,1,6,11,-11,-1.9,21,-8
CC(C)[C@H](NC(=O)NC1CCCC1)C(=O)O,-2,-1,-1,1,14,-2,-0.5,-2,-17
CO/N=C/NC(=O)Cc1cn(-c2ncc(C(F)(F)F)cc2Cl)c2ccccc12,-10,3,1,6,-11,-2,-1.5,-3,-10
COc1cc(NC(=O)CCN2CCN(Cc3ccccc3)CC2)cc(OC)c1,2,-2,-1,2,13,-2,-1.8,4,8
CC1CN(C(=O)Nc2cccc(Cl)c2)C2(CCCCCC2)O1 (configuration not stated),-1,1,8,2,3,-7,1.3,-9,-15

Given with each value named: entries from further up.
CC(=O)NC1C(c2nc3ccccc3s2)=C(c2ccccc2)C(=O)N1c1ccc(C)cc1 (configuration not stated)
  Runt-CBFb FRET = 1
  Ba/F3 V617F tox = -4
  NPY-Y1 antag = -4
  BaF3 tox = 2
  NPY2 pot ag = 6
  RBBP9 inhibitor = -1
  S1P4 agonist = 1.3
  NPY-Y1 PAM-ag = 18
  S1P4 antagonist = -8

CO/N=C/NC(=O)Cc1cn(-c2ncc(C(F)(F)F)cc2Cl)c2ccccc12
  Runt-CBFb FRET = -10
  Ba/F3 V617F tox = 3
  NPY-Y1 antag = 1
  BaF3 tox = 6
  NPY2 pot ag = -11
  RBBP9 inhibitor = -2
  S1P4 agonist = -1.5
  NPY-Y1 PAM-ag = -3
  S1P4 antagonist = -10

Rows were taken by chance. Share with any hit: about 3.6%.
